Bioassay records deposited in PubChem BioAssay by National Center for Advancing Translational Sciences (NCATS).
12-LOX inh = blocks human arachidonate 12S-lipoxygenase. Potency, µM (series often up to 108 µM), for the others: at the highest dose activity change, negative = inhibition, actives largely listed as inhibitors. AID 1671190. actives 1.1% (n = 580,000). P18054. purified 12hLO, xylenol orange hydroperoxide absorbance; further: potency means the concentration at half of the fitted maximal effect; on the % scale 0 is the no-effect control and ±100 the full control effect
Target sequence (P18054 whole entry, looked up): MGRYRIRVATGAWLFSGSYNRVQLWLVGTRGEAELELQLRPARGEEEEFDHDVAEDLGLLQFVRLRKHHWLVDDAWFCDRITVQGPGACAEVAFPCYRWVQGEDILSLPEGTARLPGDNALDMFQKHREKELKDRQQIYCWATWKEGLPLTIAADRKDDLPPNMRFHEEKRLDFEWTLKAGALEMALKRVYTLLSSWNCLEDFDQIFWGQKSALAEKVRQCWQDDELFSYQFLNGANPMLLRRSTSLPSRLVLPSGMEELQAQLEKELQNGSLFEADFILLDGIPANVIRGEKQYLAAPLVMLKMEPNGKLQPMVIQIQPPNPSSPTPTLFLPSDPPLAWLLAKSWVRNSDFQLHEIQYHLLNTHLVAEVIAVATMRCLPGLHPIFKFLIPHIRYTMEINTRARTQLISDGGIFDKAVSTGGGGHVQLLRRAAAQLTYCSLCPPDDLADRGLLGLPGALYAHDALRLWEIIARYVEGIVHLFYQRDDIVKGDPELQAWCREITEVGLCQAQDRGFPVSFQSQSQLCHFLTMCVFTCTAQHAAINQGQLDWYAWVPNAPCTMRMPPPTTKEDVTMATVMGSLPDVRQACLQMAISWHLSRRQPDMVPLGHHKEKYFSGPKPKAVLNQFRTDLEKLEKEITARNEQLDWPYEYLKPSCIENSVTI
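Purified human 12hLO (150 nM final) in 25 mM Hepes, 0.01% Triton X-100, pH 7.0 was preincubated 15 min at room temperature with compound. Then 40 uM arachidonic acid was added, 30 min. Hydroperoxide was read by Fe-XO absorbance ratio 573/405 nm.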
Pol iota inh = DNA polymerase iota (human) inhibition; Q9UNA4; Pol iota fluorescent replication assay, 10 min; Potency, µM (series often up to 115 µM), inactives show at the highest dose activity, negative = inhibition, actives largely listed as inhibitors; actives 1% (n = 390,000); AID 588590; further: potency means the concentration at half of the fitted maximal effect
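Pol iota at 10 nM preincubated 15 min with compounds at room temperature; reaction started with fluorescent substrate, 50 nM final. Fluorescence read kinetically at 0 and 10 min; buffer-only wells as negative control.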
POLK inh = DNA polymerase kappa (human) inhibition; AID 588579; actives 0.53% (n = 400,000); Q9UBT6; purified Pol kappa, fluorescent DNA synthesis assay, 10 min; Potency, µM (top dose mostly 107 µM), inactives show top-dose activity, negative = inhibition, hits mostly inhibitors; further: potency means the concentration at half of the fitted maximal effect; on the % scale 0 is the no-effect control and ±100 the full control effect
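Kinetic fluorescence screen: compound preincubated 15 min RT with 10 nM enzyme; 50 nM substrate (final) initiates; reads at 0/10 min.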
BLM inh = inhibitors of human Bloom syndrome helicase BLM; P54132; recombinant BLM DNA unwinding, fluorescence dequenching; Potency, µM (top dose mostly 56.1 µM), without a hit: at the top dose activity change, negative = inhibition, most hits filed as inhibitors; actives 0.2% (n = 350,000);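 further: potency means the concentration at half of the fitted maximal effect; plate controls were vehicle for no effect and no enzyme for full effect; nearly all actives have a fitted effect of over 35% in size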
POLB inh = inhibitors of human DNA polymerase beta. Pol beta primer extension/strand displacement, fluorescence kinetic. Potency, µM (top dose mostly 114 µM), for the others: at the top dose activity change, negative = inhibition, most hits filed as inhibitors. actives 1.3% (n = 340,000). AID 485314; further: potency means the concentration at half of the fitted maximal effect; on the % scale 0 is the no-effect control and ±100 the full control effect
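Homogeneous kinetic assay of primer extension and strand displacement by 10 nM Pol beta, preincubated 15 min at room temperature with compound before 50 nM substrate (final) was added. Read at 0 and 10 min; four-parameter Hill fit.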
Anesthetic bind = candidate novel general anesthetic via apoferritin binding. P02791. apoferritin/1-aminoanthracene competitive binding, fluorescence. Potency, µM (series often up to 77.5 µM), without a hit: top-dose activity change, negative = displacement, most hits filed as inhibitors. actives 0.074% (n = 350,000); further: potency means the concentration at half of the fitted maximal effect; on the % scale 0 is the no-effect control and ±100 the full control effect; nearly all actives have a fitted effect of over 20% in size
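Probe: 1-aminoanthracene (50% saturated, PBS). Protein: horse-spleen apoferritin, 10 uM. Incubation: 10 min, room temperature. Detection: 380 nm excitation, 535 nm emission. Analysis: normalized response, four-parameter Hill.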
TRHR ag = agonists of human TRH receptor | P34981 | TRHR cells, calcium flux fluo-8, FDSS agonist mode | activation, % at 2 µM | actives 0.18% (n = 360,000) | AID 493084; in the data active means activation above about 30%; further: 0% is about no effect
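Read-out: compound-evoked intracellular calcium rise in TRHR cells, fluo-8 dye, kinetic FDSS fluorescence at 1 s/cycle following a 10-cycle baseline. Cells cultured overnight before dye loading (30 min–1.5 h, RT).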
APEX1 inh = APE1 (human) endonuclease inhibition; actives 0.35% (n = 350,000); recombinant APE1, TAMRA/BHQ-2 abasic DNA cleavage fluorescence; AID 2517; Potency, µM (doses to about 65.8 µM), for inactives: at the top dose activity change, negative = inhibition, actives largely listed as inhibitors; P27695;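 further: potency means the concentration at half of the fitted maximal effect; plate controls were vehicle for no effect and reference inhibitor for full effect; nearly all actives have a fitted effect of over 55% in size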
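Quantitative HTS: incision of a TAMRA/BHQ-2 double-stranded substrate bearing a tetrahydrofuran abasic site by 0.75 nM APE1 raises fluorescence. Substrate 50 nM final, added after 15 min compound preincubation at room temperature; progress as third-minus-first kinetic read difference.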
ERG Ets-DNA blk = blocks human ERG Ets domain binding to DNA | fluorescence polarization, His-ERG Ets domain / labelled DNA | Potency, µM (top dose mostly 76.9 µM), for inactives: at the highest dose FP activity, negative = inhibition, hits mostly inhibitors | AID 624246 | actives 0.028% (n = 370,000) | P11308; active means well fitted inhibition curve with a large enough effect in the polarisation, with a control signal flat; inconclusive means small, poorly fitted or top-dose-only effect, or effect the other way, or a change in a side signal; inactive means no such curve, though single readings can be large or run the other way; the % refers to the polarisation;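 further: polarization taken with two DNA probes labelled with fluorescein and Texas red; potency means the concentration at half of the fitted maximal effect; % of control where 0% means no effect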
Target sequence (P11308 whole entry, looked up, the tested form may be a part): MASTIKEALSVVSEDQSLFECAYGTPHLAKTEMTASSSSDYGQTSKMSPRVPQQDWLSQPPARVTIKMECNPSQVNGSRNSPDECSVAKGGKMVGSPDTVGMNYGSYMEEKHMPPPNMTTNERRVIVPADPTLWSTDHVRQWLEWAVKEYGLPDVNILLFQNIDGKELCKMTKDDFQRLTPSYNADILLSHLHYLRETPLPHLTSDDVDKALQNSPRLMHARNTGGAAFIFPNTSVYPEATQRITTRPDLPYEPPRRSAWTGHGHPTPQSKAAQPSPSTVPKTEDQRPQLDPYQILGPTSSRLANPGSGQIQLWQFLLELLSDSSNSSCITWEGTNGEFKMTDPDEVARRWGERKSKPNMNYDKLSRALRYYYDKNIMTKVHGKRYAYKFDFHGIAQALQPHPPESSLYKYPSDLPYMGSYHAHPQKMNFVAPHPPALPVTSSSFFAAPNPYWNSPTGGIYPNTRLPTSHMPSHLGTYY
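His-tagged ERG Ets domain (1 uM in the protein solution; 300mM KCl, 50mM Tris-HCl, 1mM EDTA, 1mM DTT, pH 7.5) received compound, then a probe mix of 5 nM fluorescein-DNA and 100nM Texas-615-DNA. Fluorescence polarization was read for both dyes.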
Numbers without * were called inactive; ? = inconclusive; . = no result given; & = joins results of further samples; [ ] = another dose, or the depositor's remark. Unless noted, the call rests on the fitted dose curve; in most records, active means well fitted curve in the direction sought with a large enough effect; inconclusive means small, poorly fitted or top-dose-only effect, or another doubt; inactive means no such curve, though single readings can be large; an effect the other way counts as inactive or inconclusive. The list is partial; the hit share may differ from the screen's.

SMILES	12-LOX inh	Pol iota inh	POLK inh	BLM inh	POLB inh	Anesthetic bind	TRHR ag	APEX1 inh	ERG Ets-DNA blk
O=[N+]([O-])c1nn(-c2ccc3c(c2)OCCO3)n(O)c1=Nc1ccccc1	2%	3%	-4%	-7%	1%	?	-1.1	13%	3%
Cn1c(SCc2ccc(F)cc2)nnc1-c1ccncc1	4%	4%	-1%	-1%	27%	-4%	0.5	2%	21%
CCO[C@H]1OC(C(=O)N2CCCCCCC2)=C[C@@H](C2CCCCC2)[C@@H]1CCCO	0%	17%	-6%	-4%	-20%	-19%	0.7	5%	0%
Cc1ccc(/C=N/NC(=O)c2nnn(-c3nonc3N)c2CN(C)C)o1	2%	104%[activator]	-10%	-2%	17%	7%	-0.7	-6%	6%
CCN(CC)CC(O)COCCC12CC3CC(CC(C3)C1)C2 (stereo not drawn)	-2%	-18%	-7%	-2%	17%	?	0.1	3%	1%
Cn1c(SCC(=O)NCCN2C(=O)CSC2=O)nnc1-c1ccccc1	-22%	22%	10%	-2%	9%	-4%	0.2	0%	9%
Cc1ccc(C(=O)OC(C)C(=O)NC2CCCCC2C)s1 (stereo not drawn)	0%	11%	3%	.	.	.	-0.1	-1%	.
Cc1nc(SCC(=O)c2cc3ccccc3oc2=O)c(C#N)c(-c2ccccc2)c1C(=O)Nc1ccccc1	2%	20%	-7%	-4%	15%	-15%	1.1	-9%	1%
COc1ccc(CC(=O)Nc2nc3ccc(F)cc3s2)cc1S(=O)(=O)N1CCOCC1	2%	4%	-1%	3%	0%	-3%	0.3	-5%	-16%
CSc1ncccc1C(=O)N1CCN(S(=O)(=O)c2ccc(F)cc2)CC1	7%	-16%	-4%	1%	81%	-13%	-1.2	5%	0%

Part of the list above, with values under each structure.
Values in the order – 12-LOX inh	Pol iota inh	POLK inh	BLM inh	POLB inh	Anesthetic bind	TRHR ag	APEX1 inh	ERG Ets-DNA blk
> O=[N+]([O-])c1nn(-c2ccc3c(c2)OCCO3)n(O)c1=Nc1ccccc1
    2%	3%	-4%	-7%	1%	?	-1.1	13%	3%
> Cn1c(SCc2ccc(F)cc2)nnc1-c1ccncc1
    4%	4%	-1%	-1%	27%	-4%	0.5	2%	21%

The listing continues:
SMILES	12-LOX inh	Pol iota inh	POLK inh	BLM inh	POLB inh	Anesthetic bind	TRHR ag	APEX1 inh	ERG Ets-DNA blk
CC(c1ccccc1)n1c(N2CCN(C)CC2)nc2c1c(=O)[nH]c(=O)n2C (stereo not drawn)	-10%	21%	0%	-1%	8%	-2%	0.3	0%	-4%
CSc1nc(O)c(Cc2ccccc2)c(=O)[nH]1	4%	-5%	-6%	3%	10%	-9%	-0.3	-7%	.
CC(C)NC(=O)N1CC2(CCN(C(=O)c3ccncc3)CC2)C1	1%[57.4 µM]	.	-1%[60.1 µM]	-1%	.	.	.	3%	.
O=C(CCNC(=O)c1ccc(Br)cc1)NCCCc1ccccc1	10%	32%[activator]	0%	.	.	.	-0.1	-1%	-4%
CCN(CC)c1nc2n(c(=S)n1)CCS2	?	-27%	-7%	0%	?	-11%	0.1	10%	6%
O=C(O)[C@H]1CN(CCCP(=O)(O)O)CCN1	?	.	-9%&-3%[19.4 µM]	0%&-2%	.	.	.	-10%&9%	.
Cc1ccc(S(=O)(=O)N2CCN(C(=O)c3sccc3-c3ccccc3)CC2)cc1	13%	5%	-5%	-3%	21%	-3%	0.4	15%	1%
COc1ccc(N(CC(=O)Nc2cccnc2)S(=O)(=O)c2ccc(C)cc2)cc1Cl	?	91%[activator]	-3%	-4%	12%	-14%	-0.3	14%[12.4 µM]	9%
CC1CCc2c(sc3ncnc(NCCN4CCOCC4)c23)C1 (stereo not drawn)	16%[57.4 µM]	10%	2%	0%	3%	2%	-0.6	-1%	3%
O=C1c2ccccc2S(=O)(=O)N1Cc1ccccc1[N+](=O)[O-]	11%	-4%	7%	-1%	95%	?	0.0	-3%	-12%
CN(C)CCCNC(=O)c1ccc(=O)[nH]n1	-22%	-30%	-15%	7%	?	3%	0.6	2%	13%
Cc1cccc(NC(=O)c2ccc3c(O)c(S(=O)(=O)c4ccccc4)c(=O)[nH]c3c2)c1C	-20%	32%[activator]	-14%	-5%	-10%	1%	-0.3	.	1%
CCOc1ccc(N(C)S(=O)(=O)c2ccc3[nH]cc(C(=O)NCCCOC)c(=O)c3c2)cc1	-9%	?	-9%	-6%	28%	-1%	-0.4	0%	7%
COc1ccc(CNC(=O)Cn2nc([N+](=O)[O-])c(Br)c2C)cc1	17%	106%[activator]	-2%	-2%	12%	-5%	-0.2	9%	16%
COc1ccc(-c2csc3ncnc(NCCN4CCOCC4)c23)cc1	0%	23%	1%	1%	0%	-10%	-0.4	3%	10%
Cc1ccccc1C(=O)NC1CC2CCCC(C1)N2C(=O)Nc1ccccc1 (stereo not drawn)	12%	23%	-4%	-3%	111%	1%	0.4	13%	-3%
O=C(C(Sc1ccccc1)c1ccccc1)N1CCN(c2ccccc2F)CC1 (stereo not drawn)	0%	9%	-14%	-1%	26%	-2%	0.0	-1%	-2%
CCCC1=NN(C(=O)CCc2ccccc2O)C(O)(C(F)(F)F)C1 (stereo not drawn)	-1%	11%	1%	1%	29%	2%	1.2	-3%	8%
CCOC(=O)c1ccccc1NC1c2ccccc2C(=O)N1c1ccc(C)cn1 (stereo not drawn)	-2%[57.4 µM]	-9%	-3%	-1%	-10%	-14%	0.0	-2%	-5%
CCNC(=O)c1c(NC(=O)c2cc(=O)c3ccc(C)c(C)c3o2)sc2c1CCCC2	0%	-6%	14%	-3%	21%	3%	0.2	.	8%
CCCCn1cc(S(=O)(=O)c2ccc(OCC)cc2)c(=O)c2cc(OC)c(OC)cc21	4%	45%[activator]	-7%	0%	-10%	?	-1.4	.	-2%
O=C(O)c1cccc(NC(=S)N/N=C/c2ccccn2)c1	-23%	2%	8%	-1%	-26%	-3%	-0.8	8%	5%
CCc1ccc(CN(C)C(=O)c2ccc3c(=O)n4c(nc3c2)CCC4)cc1	11%	16%	-4%	-1%	30%	-16%	-0.8	13%	3%
CCOC(=O)CN1C(=O)COc2ccc(C(C)(C)C)cc21	-8%	-1%	-1%	-1%	-1%	-3%	-1.2	3%	12%
O=C1NC(=O)C(c2ccc(Cl)cc2Cl)N1 (stereo not drawn)	8%	9%	-25%	.	.	.	.	.	4%
CN(C)CCCNC(=S)N(CCCO)Cc1cc2cc3c(cc2[nH]c1=O)OCO3	-14%	-1%	-1%	-1%	39%	2%	1.1	8%	-8%
CCCCNC(=O)Cn1c(=O)c2c(ncn2CC)n(Cc2ccccc2)c1=O	115%[activator]	-10%	-15%	-1%	23%	1%	-1.1	-1%	-2%
CCc1ccc(NC(=O)[C@H](Cc2c[nH]c3ccccc23)NC(=O)[C@@H]2Cc3ccccc3CN2)cc1	10%	11%	-6%	-3%	-20%	-15%	0.1	28%	2%
Cc1cccc(C)c1NC(=O)c1cn(-c2ccccc2)nc1-c1ccccc1	-2%	1%	-3%	1%	17%	0%	0.0	0%	-11%
COc1ccc(-n2nnnc2SCC(=O)NCCc2ccccc2)cc1OC	?	-16%	3%	-1%	-27%	-16%	-0.3	0%	14%
CCOc1ccccc1NC(=O)CN1c2ccccc2S(=O)(=O)c2ccccc21	-8%	-28%	0%	-5%	4%	17%	-0.4	.	0%
Cc1ccsc1C(=O)OCC(=O)c1cc(C)n(C)c1C	26%	-7%	-4%	.	.	.	.	7%	2%
Cc1sc(NC(=O)CSC2=NCCS2)nc1-c1ccccc1	-15%	-6%	-17%	-11%	8%	3%	0.2	13%	-5%
CCCCCOC(=O)c1ccc(OC(=O)c2cncc(Br)c2)cc1	-15%	10%	-8%	-2%	9%	-18%	-0.1	-1%	.
CCc1ccc(Nc2ncnc3sc4c(c23)CCCC4)cc1	-3%	-15%	-4%[60.1 µM]	-7%	20%	96%[activator]	0.0	.	7%
CC1=C(C(=O)OC2CCCCC2)C(c2cccc([N+](=O)[O-])c2)NC(=O)N1 (stereo not drawn)	-44%	-29%	-5%	-7%	46%	-4%	-0.5	-14%	-3%
Cc1ccccc1-c1nc(CNC(=O)Nc2ccccc2)c(C)o1	?	8%	-14%[60.1 µM]	-3%	1%	-5%	-0.2	.	-3%
COC(=O)c1c(NC(=O)Cc2cccs2)sc(C)c1C	0%	0%[58.9 µM]	-8%	-7%	22%	8%	-0.4	?	1%
CS(=O)(=O)c1ccc(Cl)c(NC(=O)COC(=O)c2cccc(C#N)c2)c1	1%	138%[activator]	-3%	4%	3%	5%	2.6	0%	-9%
C/C(=N\NC(=O)c1nn(C)c(C)c1Br)c1ccc(NC(=O)c2ccc(C)s2)cc1	17%	?	-6%	-7%	-3%	-3%	-0.8	3%	-6%
COC(C[C@H]1O[C@H]1[C@@H](O)[C@@H](C)OCc1ccccc1)OC	5%	2%	2%	0%	-2%	-10%	-0.1	-5%	14%
O=c1[nH]c2cc([N+](=O)[O-])c(NCCO)c([N+](=O)[O-])c2[nH]1	-11%	39%[activator]	-3%	-2%	4%	-18%	0.1	-3%	-4%
N#CCC(=O)Nc1ccc(C(=O)OCC(=O)NCCCc2ccccc2)cc1	0%	-9%	4%	-6%	44%	7%	1.3	3%	7%
Cc1ccc2[nH]c3c(=O)n(CC(=O)N(C)c4cc(Cl)ccc4C)ncc3c2c1	-26%	11%	-2%	0%	30%	-6%	1.9	.	5%
Cc1cccc(C)c1NC(=O)C(c1ccc([N+](=O)[O-])cc1)N1CCCCC1 (stereo not drawn)	9%	.	-6%	-1%	8%	-7%	-0.2	-1%	-14%
N#CC1=C(N)C(C#N)(C#N)[C@H](c2c(F)cccc2F)[C@H]2CC3(CC=C12)OCCO3	-22%	?	-15%	-6%	-15%	-16%	-0.2	?	-2%
